Assay outcomes from PubChem.
Dynein transport: inhibitors of GR-EGFP nuclear translocation, primary screen, dynein cargo transport inhibitor project, imaging, high-content, 3617.4 mouse cells. test concentration mostly 20 µM; stimulated with dexamethasone, 1 µM; hits give low values. z-score, hits read low. 220,000 tested, 0.47% active;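 active = plate z-score of nuclear minus cytoplasmic receptor signal below a set negative limit, without overly bright fluorescence or cell loss, cut at about -3.5 in these data, passing the limit was not always enough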;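 note: z-score of nuclear minus cytoplasmic ring GR-EGFP intensity difference per well; some compounds called inactive have numbers as strong as hits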
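Buffer or medium: Induction medium lacking tetracycline, stripped serum | Also added: Dexamethasone agonist, 1.0 µM final, for 30 min | Timing: 48 h induction, 1 h compound, 30 min dex at 37 °C | Detection: Formaldehyde fixation, Hoechst nuclear stain, 10x automated fluorescence imaging | Measure: Nuclear versus cytoplasmic GR-EGFP signal, averaged per well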
MT stabilize HCS: microtubule stabilizers in HeLa cells, primary screen, imaging, high-content imaging. HeLa tubulin immunostaining HCS, 24 h; share of cells brighter than vehicle mean+2SD. 200,000 tested, 0.83% active. % tubulin-high responders, % at 10 µM;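 active = plate Z-score above 3 for both tubulin-high and condensed-nucleus cell shares, with cell loss under 80%, at 10 µM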;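 note: anti alpha tubulin signal scored within the nucleus-defined area of each cell; some results filed as inactive read as strong as hits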
T cell HTS: modulators of CD8 T cell-vesicle binding, primary screen, mouse 2C CD8+ T cells, flow cytometry. 2C CD8+ T cell-vesicle binding; hits give low values. calls only at 7 µM. 330,000 tested, 0.068% active;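 active = response, share of CD8 T cells binding vesicles, and their 90th percentile fluorescence all below set limits, cut at about 80% in these data, passing the limit was not always enough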
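Test system: purified 2C TCR transgenic mouse naive CD8+ T cells. Probe or stimulus: QL9-peptide-loaded Drosophila micro-vesicles bearing Ld, ICAM-1 and B7-1. Incubation: binding step 1.5 h, 37 °C, antibody labelling 20 min, ice. Measured by: flow cytometry of vesicle-bound cells.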
Lipid droplet: inhibitors of hepatocyte lipid droplet formation, primary screen, imaging, high-throughput imaging, BODIPY stain; 240,000 tested, 0.4% active; AID 1656, 2009; inhibition, % at 6.5 µM; AML12 mouse hepatocytes, oleate lipid droplets;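 active = lipid droplet intensity inhibited by at least 50%, with more than 500 cells counted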
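Assay system: AML12 mouse liver cells | Compound dosing: One dose, 6.5 µM compound | Read-out basis: Droplet intensity reduction, % inhibition | Measured by: Fluorescence imaging, 20x objective, two fields per well | Schedule: Overnight treatment with compound plus oleate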
Salmonella PhoP GFP: inhibitors of PhoP regulon expression, primary screen, Salmonella Typhimurium, GFP reporter (AID 1863); 300,000 tested, 0.16% active; S. Typhimurium PhoP-regulated promoter GFP reporter, 4 h; higher % means a stronger effect; inhibition, % at 50 µM, or IC50 in µM where a hit was titrated;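 active = inhibition over 29.93%, a cutoff 3 SD above the screen mean, later confirmed by dose response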;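 note: 0% = low Mg2+ inducing control and 100% = high Mg2+ repressing control; strong numbers were not always called active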
Ins promoter up: insulin promoter activators in MIN6 cells, imaging, high-content screening, mouse beta cells. MIN6 insulin promoter-GFP reporter; hits give high values. z-score at 5 µM. 190,000 tested, 0.3% active. AID 1625, 2009;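 active = z-score above 3 at 5 µM with at least 500 cells counted in the well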
bCat nuc transl: modulators of beta-catenin nuclear translocation, primary screen, imaging, HeLa cells, immunofluorescence, high-content | 190,000 tested, 0.3% active | AID 1665, 2009 | nuclear translocation activity, % at 5 µM;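 active = nuclear translocation activity above 50% at 5 µM, with a well cell count of 50 or more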;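 note: per-cell ratio of nuclear to cytoplasmic median beta-catenin stain intensity; plate controls were DMSO negative control for no effect and GSK-3 inhibitor IX positive control for full effect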
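Assay system: human HeLa cells, native beta-catenin; doses: 5 µM primary, 0.02–20 µM confirmation; incubation: compound treatment 24 h, 37°C, 5% CO2; technique: fluorescence imaging of beta-catenin antibody stain plus DAPI; measure: % activation, nuclear-to-cytoplasmic median beta-catenin signal ratio per cell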
CSM14.1 death rescue: rescue of cells from ER stress-induced death, primary screen, 384-well, CSM14.1, thapsigargin, ATP luminescence (AID 1222) | CSM14.1 thapsigargin-induced death rescue, ATP luminescence; higher % means a stronger effect | cellular ATP content (survival), % at 20 µM; hits with a dose series show EC50 in µM | 190,000 tested, under 10 active;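 active = EC50 below 50 µM in the dose-response confirmation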;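 note: death triggered by thapsigargin at about 15 µM added after 2 h compound pretreatment; cell ATP read after overnight thapsigargin exposure of roughly 18 to 22 hours; normalized against plate controls of thapsigargin alone and 5% DMSO vehicle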
Autophagy HCS: autophagy modulators in MEF cells, primary screen, imaging, high-content, MEF GFP-LC3; MEF GFP-LC3 puncta imaging; test concentration mostly 10 µM; calls only at 10 µM (by protocol); 190,000 tested, 0.98% active; AID 463193, 2010;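 active = percentage of spot-positive cells more than 3 SD above its plate mean, without a fluorescence outlier flag or 80% toxicity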;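 note: spot-positive cell cutoff set from DMSO-treated cells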
Dynein transport cytoplasmic EGFP: recorded beside Dynein transport, whose call it bears; z-score; measured here: cytoplasmic GR-EGFP intensity; hits give high values
Dynein transport nuclear GR-EGFP: recorded beside Dynein transport, whose call it bears; z-score; measured here: nuclear GR-EGFP intensity;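 lower value marks the stronger effect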
Dynein transport cell count: recorded beside Dynein transport, whose call it bears; z-score; measured here: cell count per field
Ins promoter up cell count: recorded beside Ins promoter up, whose call it bears; cell count; measured here: cytotoxicity, nuclei count;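 total cells summed across four imaged fields per well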
Lipid droplet cells 6.5 µM: second read-out of Lipid droplet, no call of its own (marks repeat the call); cell count; measured here: cell count, cytotoxicity flag;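 cells counted across two imaged fields per well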
bCat nuc transl cell count 5 µM: further read-out of bCat nuc transl, marked with its call; cell count; measured here: cell count, cytotoxicity flag
T cell HTS vesicle-bound %: second read-out of T cell HTS, no call of its own (marks repeat the call); double positive events, %; measured here: CD8+ vesicle-bound cell fraction;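 binding gate set so that unloaded-vesicle control wells show 10% double positive cells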
MT stabilize HCS Hoechst-high %: recorded beside MT stabilize HCS, whose call it bears; % Hoechst-high responders; measured here: nuclear condensation Hoechst responders;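 share of cells brighter than vehicle mean plus two SD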
MT stabilize HCS cytotoxicity %: recorded beside MT stabilize HCS, whose call it bears; toxicity, %; measured here: cytotoxicity by cell density;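 0% = mean cell density of plate MIN control wells and 100% = no cells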
Autophagy HCS cell loss 18 h: further read-out of Autophagy HCS, marked with its call; toxicity, %; measured here: cell loss, nuclei count;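 cell loss after 18 h compound exposure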
Starred values were filed as active, the others as inactive; i = inactive; nt = not tested or not shown.

SMILES	Dynein transport	Dynein transport cytoplasmic EGFP	Dynein transport nuclear GR-EGFP	Dynein transport cell count	MT stabilize HCS	MT stabilize HCS Hoechst-high %	MT stabilize HCS cytotoxicity %	T cell HTS	T cell HTS vesicle-bound %	Lipid droplet	Lipid droplet cells 6.5 µM	Salmonella PhoP GFP	Ins promoter up	Ins promoter up cell count	bCat nuc transl	bCat nuc transl cell count 5 µM	CSM14.1 death rescue	Autophagy HCS	Autophagy HCS cell loss 18 h
O=C(NCCc1ccccc1)c1cnc2ccccn2c1=O	4.4	0.13	2.4	-3	3.3	1.2	0.3	i	36	nt	nt	7%	0.22	1495	1.2	1306	1.0%	i	-4
CC(C)(C)c1nc(SCC(=O)N2CCCC2)c2ccccc2n1	-0.33	-0.23	-0.32	0.84	1.9	1.3	3.3	i	35	18	740	12%	-0.32	1562	-1.0	1539	0.0%	i	8
S=c1[nH]nc(COc2ccc(Cl)cc2)n1Cc1ccccc1	-0.98	-0.12	-0.45	0.83	4.4	1.4	1.8	i	46	-15	649	0%	-0.58	1484	-0.2	1592	0.4%	i	34
O=C1CC(N2CCC(c3nc4ccccc4s3)CC2)C(=O)N1Cc1ccccc1 (stereo unspecified)	-0.88	-0.29	-0.18	0.78	1.5	1.3	6.5	i	34	12	818	-4%	-0.28	996	nt	nt	0.2%	i	22
CCNC(=O)c1c(N)sc2c1CCCCC2	-0.51	-0.32	-0.2	0.031	2.6	2.3	12	i	16	nt	nt	nt	-0.26	1080	-6.8	1070	5.2%	i	5
CC(C)c1ccccc1NC(=S)NC1CCCCC1	0.066	-0.15	0.25	0.17	3.0	1.5	10	i	56	-11	653	5%	-1.4	1466	-4.5	1080	-1.0%	i	10
NCCNC[C@@H]1COC2(CCCCCCCCCCC2)O1	-0.61	-0.096	0.35	-0.75	nt	nt	nt	i	38	9	676	-3%	-0.33	830	-0.4	1232	nt	nt	nt
COc1ccc(C)cc1NC(=O)CSc1nnnn1Cc1ccccc1	-0.62	-0.23	-0.97	0.092	3.7	2.0	0.4	i	58	10	617	1%	nt	nt	0.3	1083	1.3%	i	-4
CCOC(=O)CCNCc1ccc(OC)c(OC)c1	0.35	-0.15	0.28	-0.21	nt	nt	nt	i	30	-21	663	-11%	0.62	952	-0.9	1343	nt	nt	nt
O=C(Nc1ccc(F)cc1)C1CCCN(S(=O)(=O)c2cccc3cccnc23)C1 (stereo unspecified)	-0.26	-0.13	0.074	0.085	1.5	5.5	9.0	i	55	nt	nt	0%	-0.72	908	nt	nt	-1.0%	i	0
O=C(C1=C[C@@H](C2CC2)C[C@@H](OCCCCO)O1)N1CCOCC1	-0.28	-0.26	0.11	-0.37	4.6	1.9	3.7	i	52	4	694	1%	0.44	1448	-1.7	1077	1.3%	i	11
CC(C)(C)N1CC2(c3ccccc3)CN(C(C)(C)C)CC(c3ccccc3)(C1)C2=O	-0.93	-0.082	-0.27	0.65	3.0	1.1	7.6	i	40	-2	807	5%	nt	nt	nt	nt	-1.0%	i	3
CN(C)CCCNC(=O)/C(=C\c1ccc(-c2ccc(Br)cc2)o1)NC(=O)c1ccccc1	0.83	2.6	1	-2.8	2.9	6.0	6.1	i	42	-10	600	9%	nt	nt	16	736	-3.4%	i	7
O=C(CSc1ccc2nnc(-c3cccnc3)n2n1)NCc1ccc2c(c1)OCO2	-0.23	-0.15	0.19	-0.37	6.4	2.2	6.8	i	56	-10	576	-9%	-0.14	1855	-2.4	1152	nt	nt	nt
CC(C)c1ccccc1OCC(=O)NCC(c1cccs1)N1CCOCC1 (stereo unspecified)	-0.51	-0.18	-0.91	0.48	2.9	1.8	13	i	62	nt	nt	11%	-1	1175	0.3	1495	0.4%	i	4
CCC(C)(C(=O)NC1CCCCC1)N(CC1CCCO1)C(=O)c1ccccn1 (stereo unspecified)	0.13	-0.22	0.27	-0.46	1.7	1.1	3.8	i	56	-24	667	3%	0.09	1320	nt	nt	-0.8%	i	5
COc1cc(NC(=O)c2ccco2)c(C(=O)OCC(=O)Nc2ncc(Cl)cc2Cl)cc1OC	0.29	-0.22	0.63	0.66	2.6	1.8	3.1	i	11	1	791	-2%	-0.52	830	-2.0	1128	4.4%	i	-5
O=C(O)CCCNC(=O)/C=C/c1ccco1	1.7	0.14	1.3	-1.2	6.0	1.3	2.1	i	13	8	741	-9%	-0.37	1424	-2.2	1020	0.4%	i	38
CS(=O)(=O)Nc1nnc(SCC(=O)Nc2cccc([N+](=O)[O-])c2)s1	-0.14	-0.26	-0.051	0.32	3.0	3.1	8.7	i	50	-4	604	14%	-0.05	1475	-0.4	1094	3.5%	i	3
C=CCn1c(/N=C/c2ccc3c(c2)OCO3)nc2ccccc21	-0.21	-0.22	-0.076	0.61	3.1	2.5	6.0	i	43	-5	792	4%	nt	nt	1.6	997	-1.3%	i	3
CS(=O)(=O)c1nncn1-c1ccccc1	2.5	-0.064	2.4	-2.9	5.7	2.2	30	i	22	1	759	4%	0.25	1158	-1.6	1254	0.9%	i	2
CCOC(=O)CSc1ncnc2c1cnn2-c1ccccc1	-0.77	-0.23	-0.086	0.33	4.7	1.4	1.3	i	25	-6	746	12%	-0.32	771	-0.3	1156	-1.7%	i	13
Cc1nn(-c2ccccc2C(=O)O)c(=O)c2ccccc12	0.18	-0.28	-0.045	0.94	2.2	2.3	6.0	i	44	1	716	7%	0.21	1218	1.7	885	0.0%	i	-3
COc1ccc(S(=O)(=O)Nc2ccc3oc4ncccc4c(=O)c3c2)cc1OC	0.65	-0.22	0.84	-0.26	nt	nt	nt	i	55	-5	653	-5%	-0.4	1013	0.5	1344	nt	nt	nt
COc1ccc(-c2nnn(CC(=O)N(CCN3CCOCC3)C(C(=O)NC3CCCCC3)c3ccco3)n2)cc1 (stereo unspecified)	-0.67	-0.29	0.023	0.88	4.8	1.6	7.8	i	2	18	694	nt	-0.32	1593	-1.9	927	2.1%	i	-1
CC(=O)C1=C(O)C(=O)N(CCCO)C1c1ccccc1 (stereo unspecified)	-0.021	-0.35	-0.14	0.16	1.2	1.3	8.5	i	19	3	822	-16%	1.1	713	0.1	1014	-1.8%	i	6
O=C(COC(=O)c1c[nH]c(=O)[nH]c1=O)NCc1ccccc1	-0.7	-0.24	0.12	0.32	1.3	1.5	5.4	i	24	7	816	-4%	-0.67	925	-3.0	1234	4.6%	i	3
O=C(CN1CCN(Cc2ccccc2Cl)C1=O)NCCCN1CCOCC1	-0.29	-0.2	0.22	0.66	nt	nt	nt	i	20	3	684	0%	0.15	1053	0.8	1376	nt	nt	nt
Cc1cc(C(=O)CN2C(=O)C(=O)N(Cc3ccccc3)C2=O)c(C)n1-c1ccc2c(c1)OCCO2	0.47	-0.16	0.18	0.66	6.6	19	8.6	i	42	-1	649	-4%	-0.93	1542	-0.9	987	1.7%	i	3
COc1ccc(/C=C2\N=C(SC)N(C)C2=O)cc1	-0.35	-0.2	-0.73	-0.15	2.9	1.8	8.2	i	28	nt	nt	3%	nt	nt	nt	nt	3.3%	i	10
CCN(CC)CCCNC(=O)c1ccc2c(Cl)c3c(nc2c1)CCCC3	-3.9*	0.65*	-2.2*	0.96*	3.0	2.4	4.2	i	55	-11	716	-3%	-0.11	1204	2.6	1033	-1.5%	i	26
COc1cc(SC)ccc1C(=O)NCCOc1ccccc1Cl	-0.2	-0.18	-0.18	0.073	1.6	1.8	6.2	i	59	nt	nt	1%	-0.87	1257	-0.5	1365	0.0%	i	3
O=C(N/N=C/C=C/c1ccco1)C(O)c1ccccc1 (stereo unspecified)	-0.57	-0.23	-0.17	0.39	0.8	1.4	12	i	39	nt	nt	nt	nt	nt	nt	nt	nt	i	-2

Reprinted at random: two records from the list.
SMILES	Dynein transport	Dynein transport cytoplasmic EGFP	Dynein transport nuclear GR-EGFP	Dynein transport cell count	MT stabilize HCS	MT stabilize HCS Hoechst-high %	MT stabilize HCS cytotoxicity %	T cell HTS	T cell HTS vesicle-bound %	Lipid droplet	Lipid droplet cells 6.5 µM	Salmonella PhoP GFP	Ins promoter up	Ins promoter up cell count	bCat nuc transl	bCat nuc transl cell count 5 µM	CSM14.1 death rescue	Autophagy HCS	Autophagy HCS cell loss 18 h
CCN(CC)CCCNC(=O)c1ccc2c(Cl)c3c(nc2c1)CCCC3	-3.9*	0.65*	-2.2*	0.96*	3.0	2.4	4.2	i	55	-11	716	-3%	-0.11	1204	2.6	1033	-1.5%	i	26
COc1ccc(-c2nnn(CC(=O)N(CCN3CCOCC3)C(C(=O)NC3CCCCC3)c3ccco3)n2)cc1 (stereo unspecified)	-0.67	-0.29	0.023	0.88	4.8	1.6	7.8	i	2	18	694	nt	-0.32	1593	-1.9	927	2.1%	i	-1
